hgDAF-12 ag – activates the H. glycines DAF-12 receptor ligand-binding domain; HEK293 GAL4-hgDAF12 UAS-luciferase reporter, agonist luminescence; normalized to butyrate control; activation, % at 6.8 µM; 1.8% of 370,000 active;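 active = activation above a cutoff set at the mean of all screened compounds plus 3 SD, cut at about 10% in these data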;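 also: 0% = DMSO wells and 100% = sodium butyrate wells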
GAA850 FXN act – activators of GAA850 frataxin (FXN) promoter | HEK293 lucGAA850 FXN promoter luciferase reporter, 24 h; percent of 10 µM SAHA response | activation, % at 6 µM | 0.56% of 360,000 active;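 active = activation above the average of all compounds screened plus 3 SD, cutoff fixed separately per campaign, cut at about 7.5% in these data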;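 also: 0% = DMSO wells and 100% = 10 µM SAHA wells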
hcDAF-12 act – activates DAF-12 receptor from parasite H. contortus | HEK293 hcDAF-12 lit1-tk-luc reporter, luminescence; 0% DMSO, 100% Δ7-dafachronic acid | activation, % at 6.8 µM | 1.4% of 370,000 active | AID 652067;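 active = activation above the mean of all tested compounds plus 3 SD, cut at about 5.5% in these data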;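 also: 100% = response to 3 µM Δ7-dafachronic acid high control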
GC-B act – GC-B (human) receptor activation; P20594; HEK293-GC-B cells, CNP EC30, cGMP TR-FRET; 0% at EC30 CNP, 100% saturating CNP; activation, % at 10 µM; 0.11% of 370,000 active; AID 1920062;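 active = activation at 10 µM reaching about 35% in either raw or pattern-adjusted values, limit read from the data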
KLK7 zymogen act – activators of human kallikrein-7 zymogen. P49862. purified proKLK7, EDANS-DABCYL substrate fluorescence; 100% is mature enzyme control, 0% vehicle. activation, % at 7 µM. 0.9% of 370,000 active;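 active = activation above the mean of all tested compounds plus 3 SD, computed per campaign excluding outliers beyond control limits, cut at about 13% in these data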
Target sequence (P49862 whole entry, looked up): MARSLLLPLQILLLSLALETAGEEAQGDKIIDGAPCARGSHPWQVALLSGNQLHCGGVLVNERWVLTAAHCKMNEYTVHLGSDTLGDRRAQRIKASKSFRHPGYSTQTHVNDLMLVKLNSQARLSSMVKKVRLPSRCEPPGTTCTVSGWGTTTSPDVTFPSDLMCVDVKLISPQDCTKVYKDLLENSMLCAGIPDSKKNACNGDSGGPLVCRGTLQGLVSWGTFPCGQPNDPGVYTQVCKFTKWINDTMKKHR
ssDAF-12 act – S. stercoralis DAF-12 activation, primary screen; HEK293 ssDAF-12/GRIP1 lit1-tk-luc reporter, luminescence; % of 3 µM dafachronic acid response; activation, % at 6.8 µM; 1% of 370,000 active;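 active = activation above the mean over all tested compounds plus 3 SD, cut at about 0.9% in these data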;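 also: 0% = DMSO-only wells and 100% = 3 µM delta7-dafachronic acid wells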
sPLA2-III inh – Blocks human group III sPLA2 activity; QFRET BODIPY PC-A2 liposome hydrolysis, fluorescence; inhibition, % at 12.2 µM; 0.56% of 370,000 active; AID 743126;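 active = inhibition above mean plus 3 SD of compounds lying within the high and low control bounds, cut at about 19% in these data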;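 also: 0% = median of test compound wells and 100% = no enzyme DMSO wells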
Target sequence (Q9NZ20 whole entry, looked up): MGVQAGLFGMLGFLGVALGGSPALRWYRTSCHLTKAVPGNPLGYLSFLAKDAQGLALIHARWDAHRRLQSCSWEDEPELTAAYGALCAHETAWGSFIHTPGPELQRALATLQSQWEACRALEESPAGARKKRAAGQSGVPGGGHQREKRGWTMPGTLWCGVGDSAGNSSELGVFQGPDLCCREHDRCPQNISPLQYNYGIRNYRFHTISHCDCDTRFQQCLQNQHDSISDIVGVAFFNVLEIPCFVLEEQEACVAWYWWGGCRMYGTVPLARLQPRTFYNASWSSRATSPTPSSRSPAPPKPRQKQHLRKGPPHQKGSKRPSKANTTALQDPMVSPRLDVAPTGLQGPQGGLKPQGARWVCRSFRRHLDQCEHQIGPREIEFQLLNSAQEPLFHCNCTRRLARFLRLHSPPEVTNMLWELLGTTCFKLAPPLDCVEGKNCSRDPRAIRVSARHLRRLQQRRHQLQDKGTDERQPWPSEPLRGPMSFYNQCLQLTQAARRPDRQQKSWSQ
DAX1 inh-1 – NR0B1 (DAX1) inhibition; HEK293 Gal4-DAX1 luciferase reporter, luminescence; inhibition, % at 6.75 µM; 0.99% of 340,000 active; P51843; AID 504766;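 active = inhibition above the mean over all tested compounds plus 3 SD, cut at about 4.2% in these data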;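 also: 0% = DAX1-transfected cells with DMSO and 100% = empty-vector control cells with DMSO; inhibition shows as a rise in luminescence from relieved DAX1 repression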
Target sequence (P51843 207-470 limits assumed): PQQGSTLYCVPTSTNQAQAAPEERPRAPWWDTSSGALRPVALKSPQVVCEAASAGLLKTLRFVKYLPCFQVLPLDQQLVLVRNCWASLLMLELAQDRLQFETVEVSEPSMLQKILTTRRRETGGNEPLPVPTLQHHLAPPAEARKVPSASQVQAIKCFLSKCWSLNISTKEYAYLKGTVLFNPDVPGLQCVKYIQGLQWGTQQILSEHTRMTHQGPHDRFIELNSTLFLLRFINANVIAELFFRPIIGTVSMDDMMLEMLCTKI
NPR1 activator – GC-A (human) enzyme activation; HEK293 GC-A cells, cGMP TR-FRET, EC30 ANP; 0% at EC30 ANP, 100% saturating ANP; activation, % at 10 µM; 0.14% of 370,000 active; AID 1671463; in the data active = activation above about 40%
DAX1 inh-2 – inhibitors of DAX1 repression of SF-1 activated StAR promoter; HEK293T StAR-luciferase reporter, SF-1/DAX-1 repression relief; inhibition, % at 6.8 µM; 1.1% of 370,000 active; AID 652010;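 active = inhibition above the mean over all tested compounds plus 3 SD, cut at about 3.6% in these data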;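 also: 0% = DAX-1 cells with DMSO and 100% = cells lacking DAX-1 with DMSO; higher inhibition means more luminescence from relief of DAX-1 repression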
SMARCA2 activ – increases SMARCA2 function in MMTV reporter cells. MG213 cells, MMTV-luciferase reporter, dexamethasone, overnight. activation, % at 9.1 µM. 1% of 370,000 active; in the data active = activation above about 7.8%;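 also: 0% = vehicle wells and 100% = reference activator wells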
Active calls of the source: *; x = no result given. Not a hit list (roughly 6.7% active in at least one column).

SMILES | hgDAF-12 ag | GAA850 FXN act | hcDAF-12 act | GC-B act | KLK7 zymogen act | ssDAF-12 act | sPLA2-III inh | DAX1 inh-1 | NPR1 activator | DAX1 inh-2 | SMARCA2 activ
O=C(NCc1ccccc1Cl)c1cnccc1C(F)(F)F | -0.7 | -0.2 | -0.5 | 2 | 0.3 | -0.8 | 7 | 0.0 | 1 | -0.7 | -2
CCOC(=O)c1c(C)oc2ccc(OS(C)(=O)=O)cc12 | -0.7 | 0.8 | -2.2 | -1 | -0.5 | -2.0 | 7 | 0.3 | 0 | -0.5 | -2
CC(=O)N(CCc1ccccc1)Cc1cc2cc(C)ccc2[nH]c1=O | -0.4 | -1.8 | -1.5 | 1 | 0.4 | -1.3 | -1 | 0.7 | -1 | -0.4 | -1
CCSc1nnc(N2C(=O)CC(c3ccsc3)C3=C2CC(C)(C)CC3=O)s1 (stereo unspecified) | -2.7 | 2.0 | -1.6 | -1 | 0.3 | -1.1 | -4 | 5.3* | 1 | 1.7 | -1
COc1cccc(C(=O)N2CCN(C3CCN(Cc4ccccc4)CC3)CC2)c1OC | -1.0 | 2.6 | -0.8 | 5 | 0.0 | -0.7 | 0 | 0.0 | 3 | -0.1 | -3
CC(OC(=O)/C(C#N)=C/c1ccc(N(C)C)cc1)C(=O)N(C)c1ccccc1 (stereo unspecified) | 2.1 | 0.2 | -0.8 | -2 | 0.0 | -1.1 | 0 | 0.5 | 2 | -2.5 | -2
OCCNCc1ccc(OCc2ccc(Cl)cc2Cl)cc1 | 7.8 | 7.4 | 1.3 | -3 | 0.3 | -0.8 | 3 | 0.8 | 14 | 0.3 | -2
NC(=O)c1ccc(NC(=O)CN2C(=O)NC(c3ccccc3)(c3ccccc3)C2=O)cc1 | -0.3 | 1.6 | -1.4 | 1 | 1.0 | -0.9 | -16 | 0.1 | -2 | -0.1 | -5
C#Cc1cccc(Nc2nc(NCc3ccccc3OC)nc3ccsc23)c1 | -3.0 | -1.2 | -3.2 | 7 | -3.6 | -2.0 | -9 | x | 3 | -5.8 | -9
CCc1ccccc1NC(=O)C1CCCN(S(=O)(=O)c2ccc3c(c2)CC(C)N3C(C)=O)C1 (stereo unspecified) | -4.8 | -0.9 | -3.4 | -2 | 0.5 | -2.0 | -5 | -0.3 | -5 | -0.9 | 1
Cc1nn(C)c(C)c1NC(=O)CC12CC3CC(CC(C3)C1)C2 | 2.5 | 2.8 | -1.2 | -1 | 0.0 | -1.9 | 11 | -1.3 | 2 | -0.5 | -1
Fc1ccc(-c2nnc(N3CCOCC3)c3ccccc23)cc1F | 0.5 | 1.0 | -1.6 | -4 | -0.7 | -1.0 | 10 | -0.9 | -1 | -0.2 | -2
CCOc1ccc(C(=O)c2ccncc2)cc1 | 0.0 | 1.5 | -1.0 | 2 | -0.8 | -1.1 | 6 | 1.1 | 6 | 0.2 | -1
COc1ccc2nc3oc(C(=O)Nc4ccc(OC)c(OC)c4)cc3cc2c1 | -2.7 | -1.4 | -2.4 | 4 | 0.8 | -1.4 | -4 | 0.2 | 13 | -0.1 | -1
CCOC(=O)/C(=C/c1c2ccccc2cc2ccccc12)NC(=O)c1ccccc1 | -1.6 | 1.5 | -0.7 | -4 | -1.0 | -1.7 | -8 | 2.2 | -4 | -0.1 | 0
CCCCc1nc(SCC(=O)N2CCCC2)c2c(=O)n(C)c(=O)n(C)c2n1 | -1.1 | 1.0 | -2.5 | -5 | -0.2 | -0.8 | 2 | -0.2 | 9 | 1.9 | -2
COc1cc(OC)cc(C(=O)NNC(=O)C2CSC3(C)CCC(=O)N23)c1 (stereo unspecified) | -2.6 | 1.1 | -0.1 | 0 | -0.3 | -1.1 | 1 | -0.7 | -1 | 0.2 | 0
NC(=O)c1cccnc1Oc1cccc(Cl)c1 | -0.4 | 3.8 | -0.7 | 1 | -0.1 | -0.4 | 0 | 0.9 | 4 | 0.7 | 2
CSc1ccc(-c2ccco2)nn1 | 7.3 | 2.4 | 3.0 | -5 | -0.4 | -1.0 | -3 | 0.8 | -1 | 1.1 | 6
Cc1ccc(S(=O)(=O)N(CC(=O)NC2CCC(C)CC2)c2cc(C)cc(C)c2)cc1 (stereo unspecified) | 4.2 | x | 1.5 | 0 | -0.7 | -0.3 | 0 | x | -4 | 1.8 | 1
COc1ccccc1NC(=S)NNC(=O)c1nn(C)c(C)c1Br | 12* | 1.6 | 2.9 | 1 | -0.9 | -0.4 | 44* | 2.2 | 1 | 0.8 | 5
COC(=O)[C@@H]1C[C@H]1[C@@H](NC(=O)c1cc(C)on1)c1ccccc1 | -0.3 | -1.3 | -0.7 | -1 | 0.0 | -0.9 | 7 | -0.5 | 0 | 0.0 | -2
CCCc1cc(=O)oc2cc(C)cc(OCC(=O)O)c12 | 2.3 | -0.1 | 0.9 | 7 | 19* | -0.7 | 3 | -1.0 | -3 | -0.8 | 0
O=C(N/N=C/C=C\c1ccco1)c1cccnc1 | 0.5 | -0.1 | -2.1 | 1 | 1.1 | -0.9 | -2 | 2.2 | -3 | -0.2 | -1
COc1cc(O)c(C(CC(=O)N2CCN(c3ccccc3)CC2)c2cc(OC)c(OC)c(OC)c2)c(OC)c1 (stereo unspecified) | -1.0 | -0.6 | -1.0 | 3 | 0.1 | -1.5 | -6 | 0.8 | 3 | -0.3 | 1
CCc1ccc(NC(=O)CSc2ccc(-c3cccnc3)nn2)cc1 | -2.1 | 1.3 | -1.0 | -3 | -0.2 | -1.4 | 1 | -1.0 | -2 | -3.0 | 0
COc1ccc(C2C(C#N)=C(N)Oc3n[nH]c(-c4ccccn4)c32)c(OC)c1OC (stereo unspecified) | 2.4 | -1.6 | -1.2 | 2 | -0.6 | -0.8 | -2 | 1.9 | -7 | 0.4 | 0
CCOC(=O)CC1C(=O)NCCN1C(=O)c1ccc(Cl)cc1Cl (stereo unspecified) | 0.9 | -0.1 | -1.2 | 0 | 0.3 | -1.4 | 3 | 1.0 | -1 | 0.3 | -4
Cc1occc1C(=O)NNC(=O)c1nn(C)c(=O)c2ccccc12 | 0.4 | 0.4 | 1.2 | 5 | -0.3 | -0.8 | 2 | -0.5 | -2 | 0.2 | 1
CN(C)CCCOc1ccc(-c2cccc3nncn23)cn1 | -1.0 | -1.9 | -0.8 | 4 | 1.9 | -0.6 | 3 | x | 2 | 0.2 | 5

2 entries drawn at random from the list so far, as already listed:
SMILES | hgDAF-12 ag | GAA850 FXN act | hcDAF-12 act | GC-B act | KLK7 zymogen act | ssDAF-12 act | sPLA2-III inh | DAX1 inh-1 | NPR1 activator | DAX1 inh-2 | SMARCA2 activ
CCCc1cc(=O)oc2cc(C)cc(OCC(=O)O)c12 | 2.3 | -0.1 | 0.9 | 7 | 19* | -0.7 | 3 | -1.0 | -3 | -0.8 | 0
COc1cc(OC)cc(C(=O)NNC(=O)C2CSC3(C)CCC(=O)N23)c1 (stereo unspecified) | -2.6 | 1.1 | -0.1 | 0 | -0.3 | -1.1 | 1 | -0.7 | -1 | 0.2 | 0

Additional structures follow.
SMILES | hgDAF-12 ag | GAA850 FXN act | hcDAF-12 act | GC-B act | KLK7 zymogen act | ssDAF-12 act | sPLA2-III inh | DAX1 inh-1 | NPR1 activator | DAX1 inh-2 | SMARCA2 activ
CCOc1ccc(NC(=O)CC2C(=O)N(c3cccc(OC)c3)C(=O)N2CCOC)cc1 (stereo unspecified) | -2.9 | -0.9 | -2.3 | 5 | -0.1 | -0.6 | 12 | 0.6 | 1 | -0.5 | -2
Cc1noc(C)c1S(=O)(=O)N(C)C[C@H]1Oc2c(NS(=O)(=O)c3cn(C)cn3)cccc2C(=O)N([C@H](C)CO)C[C@@H]1C | 1.0 | 1.7 | -0.7 | -2 | 0.0 | -1.3 | 3 | -2.1 | 4 | -1.2 | 0
COc1ccccc1/C(O)=C(\C#N)c1nc2ccccc2[nH]1 | -0.7 | -0.4 | 2.0 | -1 | -0.5 | -0.5 | -2 | 3.2 | -4 | -0.1 | 2
CCN(CC)CCCN(Cc1cc2ccc(C)c(C)c2[nH]c1=O)C(=O)NC1CCCCC1 | 1.9 | -1.4 | 0.1 | 0 | 0.5 | -1.5 | -2 | 1.4 | 3 | 1.1 | 1
Cc1cc(OCc2cc(C(=O)N(C)C3CCOC3)no2)cc(C)c1Cl (stereo unspecified) | 11* | 2.0 | 3.6 | -2 | 0.6 | -0.1 | -12 | 4.1 | 0 | 0.6 | 4
CC(NCC(O)COc1ccc(Br)cc1)c1ccccc1 (stereo unspecified) | 3.2 | 0.2 | -1.5 | -8 | 0.3 | -1.8 | -7 | -0.5 | -7 | -0.6 | -3
COc1ccc(-c2c(C(=O)O)nc3ccccc3c2C(=O)O)cc1 | -2.1 | 0.5 | -2.0 | 7 | 0.4 | -1.5 | 9 | -0.2 | 6 | 0.5 | 0
Cc1ccc(CN(C)C(=O)CN2C(=O)NC3(CCCc4ccccc43)C2=O)c(C)c1 (stereo unspecified) | -2.6 | 1.2 | -1.9 | 2 | 0.2 | -0.8 | -7 | -0.6 | -2 | -1.3 | -1
Cc1cccc(-c2ccc3[nH]c4c(c3c2)CCN2C[C@H]3[C@H](C)ON(C)[C@H]3C[C@@H]42)c1 | 1.3 | -2.0 | 0.1 | -1 | 1.4 | -0.9 | -9 | -0.6 | 0 | -1.0 | -4
CC1Cc2ccccc2N1C(=O)CSc1ccccc1 (stereo unspecified) | 3.9 | 2.5 | 0.6 | -5 | 0.9 | 0.0 | -5 | 0.7 | 5 | -1.1 | 3
CC1CCCN(C(=O)Cn2nnc(-c3ccc(F)cc3)n2)C1 (stereo unspecified) | -1.6 | 1.5 | -1.2 | 4 | 0.2 | -0.7 | 5 | -1.0 | 3 | -0.2 | -4
CC(C)NC(=O)NC(=O)COc1c(F)c(F)cc(F)c1F | -1.4 | 2.1 | 2.3 | 4 | 0.3 | -1.6 | 5 | 0.3 | 2 | -0.2 | -1
O=C(NNc1nc2ccccc2s1)Nc1ccc(Cl)c(Cl)c1 | -6.6 | -4.6 | 2.1 | -1 | -0.3 | -0.8 | 6 | 0.1 | 2 | 0.2 | -4
COC(=O)C1C(O)=C(C=Nc2ccc3ccccc3c2)C(=O)CC1(C)C (stereo unspecified) | -1.6 | -0.2 | -0.2 | -5 | 0.0 | -1.0 | -1 | 0.0 | 8 | 0.3 | 0
Cc1cc(S(=O)(=O)Nc2ccc(C(=O)NCCCN3CCCC3=O)cc2)ccc1F | 0.3 | -0.1 | -1.8 | -3 | 0.2 | 0.4 | 4 | -0.2 | 2 | 2.6 | -1
CCOC(=O)C1=C(COC(=O)/C=C/c2ccco2)NC(=O)NC1C (stereo unspecified) | 0.8 | 2.7 | -1.3 | 3 | 0.5 | -0.8 | -3 | -0.8 | 1 | 1.2 | 3
Cc1csc(/C(C#N)=N/O)n1 | -3.8 | 0.6 | 0.4 | 10 | -0.1 | -0.9 | 3 | 1.4 | 8 | 1.1 | -1
Cc1cc(C)c(C#N)c(SCc2c(F)cccc2[N+](=O)[O-])n1 | -0.3 | 2.5 | -0.1 | 2 | 0.1 | -0.2 | 2 | 0.4 | 0 | 0.2 | -2
CC1CCCCC1NC(=S)Nc1ccc(SC(F)F)cc1 (stereo unspecified) | 1.1 | 2.5 | 2.1 | 0 | 0.0 | -0.7 | -12 | -0.8 | 3 | 0.2 | 0
COc1ccc(S(=O)(=O)N2CCCCCC2)cc1Br | -0.7 | 1.8 | -1.6 | 1 | -0.1 | -2.1 | -6 | -0.3 | -3 | -0.1 | -1
